HSF-1 act = HSF-1 activators, primary screen, NIH3T3-HGL cells, MG132 stress, luminescence, single point | NIH3T3-HGL HSF-1 luciferase reporter, 8 h; 100% = twice DMSO control signal | activation, % at 9 µM | 300,000 tested, 1.7% active | AID 504408, 2011;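 active means mean replicate activation of at least 50% with a set share of replicates each reaching 50%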;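 further: 0% = median of the neutral control wells and 100% = twice that signal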
IEC-6 tox = cytotoxicity in IEC-6 intestinal epithelial cells, primary screen, cytotoxicity control for KLF5 inhibitor project, cell-based, luminescence; IEC-6 cytotoxicity, luminescence viability; AID 1825, 2009; 290,000 tested, 0.78% active; inhibition, % at 5 µM; in the data active means inhibition above about 22%;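 further: 0% = plate median of test compound wells and 100% = cytotoxic reference compound wells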
aSyn 5UTR inh = MLPCN primary screen, SNCA 5' untranslated region | alpha-synuclein 5'UTR reporter, inhibitor activity | inhibition, % (tested at 7.5 µM) | 300,000 tested, 0.82% active | AID 1813, 2009; in the data active means inhibition above about 60%;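 further: H4 neuroglioblastoma cells stably carrying SNCA 5'UTR luciferase fusion; 0% = DMSO wells and 100% = positive control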
HIF act = HIF pathway transcriptional activators, primary screen, cell-based, U2OS HRE-luciferase, luminescence | 300,000 tested, 0.32% active | AID 1910, 2009 | U2OS HRE-luciferase reporter; normalized: DMSO 0%, desferrioxamine 100% | activation, % at 7.5 µM (by protocol);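 active means mean activation of at least 10% of the iron chelator positive control signal, with at least half of replicates also reaching 10%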
KLF5 inhibitor = KLF5 expression inhibitors, primary screen, DLD-1 cells, luminescence. DLD-1 KLF5 promoter-luciferase reporter. inhibition, % at 5 µM. 290,000 tested, 0.23% active;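 active means inhibition above a per-plate limit of that plate's mean compound inhibition plus 3 SD, cut at about 60% in these data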;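 further: 0% = DMSO wells and 100% = LY294002 at 200 µM; higher means less KLF5 promoter-driven luciferase light; inactives centre near -14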
GSK3B inh = human GSK3beta kinase inhibitors, primary screen, biochemical, cell-free homogeneous, HTS; Glycogen synthase kinase-3 beta (Homo sapiens), P49841; GST-GSK3beta kinase, ADP-Glo luminescence, 60 min; hits give low values; activity score (negative = inhibition), % at 10 µM; 300,000 tested, 0.038% active; AID 2097, 2009;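 active means more than half of replicate wells score below -50%, meaning over 50% inhibition versus plate controls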;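 further: 0% = median DMSO wells and -100% = median GW8510 positive control wells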
Target sequence (P49841 whole entry, looked up): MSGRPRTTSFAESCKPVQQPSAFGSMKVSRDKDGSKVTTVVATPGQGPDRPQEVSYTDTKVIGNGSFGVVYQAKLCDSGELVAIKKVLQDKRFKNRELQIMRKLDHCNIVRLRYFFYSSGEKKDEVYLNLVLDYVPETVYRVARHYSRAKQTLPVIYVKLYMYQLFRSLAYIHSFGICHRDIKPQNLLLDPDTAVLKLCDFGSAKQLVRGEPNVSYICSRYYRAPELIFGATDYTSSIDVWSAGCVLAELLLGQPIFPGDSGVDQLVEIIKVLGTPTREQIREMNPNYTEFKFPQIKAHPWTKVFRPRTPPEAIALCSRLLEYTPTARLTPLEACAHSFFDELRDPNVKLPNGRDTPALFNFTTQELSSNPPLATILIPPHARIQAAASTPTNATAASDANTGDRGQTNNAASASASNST
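test system = GST-tagged human GSK3beta kinase, cell-free | reagent = 25 µM ATP with peptide substrate | dosing = one dose of 10 µM per compound | schedule = 60 min reaction, RT | detection = luminescent ADP-Glo measurement of ADP formed | control set = DMSO neutral wells and GW8510 at 20 µM as positive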
HSP90 inh = HSP90 inhibitors, primary screen, cell lysate, luminescence | Rabbit reticulocyte lysate, luciferase refolding luminescence, 3 h | 290,000 tested, 0.91% active | inhibition, % at 5.6 µM | Heat shock protein HSP 90 (rabbit reticulocyte lysate; luciferase refolding);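 active means inhibition above the screen-wide mean plus 3 SD, computed separately per campaign, cut at about 16% in these data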;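 further: 0% = DMSO wells and 100% = 60 µM geldanamycin wells; inhibitors lower the luminescence because luciferase stays unfolded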
AI-2 QS mod = Vibrio harveyi AI-2 quorum sensing modulators, primary screen, JMH597 strain, luminescence/OD600 ratio; AID 2094, 2009; Vibrio harveyi JMH597 AI-2 luminescence/OD600 ratio, 9 h; hits give low values; strain lacks LuxN and CqsS sensors; 0 = neutral-control median; 300,000 tested, 0.4% active; activity change, % at 7.5 µM; in the data active means activity change below about -75%, passing the limit was not always enough;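 further: luminescence divided by OD600 gain over 9 h not by final OD600 alone; inactives centre near 13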
HSF1 inhib = HSF1 inhibitors in luciferase reporter cells, primary screen, cell-based, NIH3T3, luminescence; NIH3T3-HGL HSE-luciferase, MG132-induced, luminescence 8 h; hits give low values; activity change, negative = inhibition, % at 7.5 µM (by protocol); 300,000 tested, 0.77% active;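 active means more than half of replicate wells show activity change below -50%, luminescence cut by over half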;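 further: luciferase reports HSF-1 transcriptional activity via heat shock element; 0% = median of DMSO wells and -100% = zero luminescence signal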
GSK3 alpha inh = blockers of GSK3A enzyme activity – biochemical, luminescence, cell-free homogeneous, HTS, primary screen | 320,000 tested, 0.1% active | Glycogen synthase kinase-3 alpha (Homo sapiens), P49840 | inhibition, % at 10 µM | GSK-3 alpha kinase, ADP-Glo luminescence, 60 min | AID 2650, 2010;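 in the data active means inhibition above about 50%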;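 further: GST-tagged GSK-3 alpha with peptide substrate and 25 µM ATP; 0% = DMSO neutral wells and 100% = GW8510 positive control wells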
Target sequence (P49840 whole entry, looked up): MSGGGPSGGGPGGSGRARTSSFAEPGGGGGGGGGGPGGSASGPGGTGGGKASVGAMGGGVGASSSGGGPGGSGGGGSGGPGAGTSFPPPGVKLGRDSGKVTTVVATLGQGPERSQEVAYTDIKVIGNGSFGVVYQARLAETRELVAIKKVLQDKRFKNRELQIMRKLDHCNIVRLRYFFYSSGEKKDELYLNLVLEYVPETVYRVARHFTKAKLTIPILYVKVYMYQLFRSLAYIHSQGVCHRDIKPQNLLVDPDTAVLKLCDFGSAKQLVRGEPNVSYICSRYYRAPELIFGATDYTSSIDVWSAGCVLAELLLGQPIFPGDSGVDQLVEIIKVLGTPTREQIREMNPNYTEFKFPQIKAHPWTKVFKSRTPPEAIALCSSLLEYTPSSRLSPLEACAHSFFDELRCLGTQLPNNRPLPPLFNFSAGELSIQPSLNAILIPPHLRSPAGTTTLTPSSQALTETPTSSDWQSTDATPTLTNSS
Active calls of the source: *; . = no result given.

Structure,HSF-1 act,IEC-6 tox,aSyn 5UTR inh,HIF act,KLF5 inhibitor,GSK3B inh,HSP90 inh,AI-2 QS mod,HSF1 inhib,GSK3 alpha inh
O=C(Cn1cc2c(n1)CCCC2)Nc1ccccc1Br,-1,-4,-11,0.5,-18,0,-5,36,6,1
CC(=O)Nc1cccc(-c2nnc(SCc3ccccc3C#N)n2C)c1,-3,4,-2,0.0,-22,0,2,5,0,0
Cc1cc([N+](=O)[O-])cc(C)c1OCC(=O)N/N=C/c1ccc(OC(=O)c2ccccc2)cc1,-17,-5,-5,-0.6,-14,1,0,21,-9,-4
O=C(NCCc1nccs1)C1CCC(=O)N(CCc2ccc(Cl)cc2)C1 (stereo unspecified),-11,-2,-11,-0.3,1,-8,-5,19,2,0
N#CCCN(Cc1ccccc1)C(=S)Nc1ccc(F)cc1,1,4,10,0.8,-7,1,5,49,-3,-1
O=C(COC(=O)c1cc[n+]([O-])cc1)Nc1ccc([N+](=O)[O-])cc1Cl,10,-4,22,-0.1,-8,-2,-1,7,5,-2
CN(CC(=O)Nc1ccc(N2CCOCC2)cc1)Cc1c(O)ccc2ccccc12,198*,-6,-33,4.3,-2,-3,-6,26,160,1
C=CCn1c(C(CCCC)CC(O)COCCC)n[nH]c1=S (stereo unspecified),8,0,2,0.1,-34,0,0,12,0,.
CCCc1nnc(NC(=O)c2cc3ccccc3oc2=O)s1,7,1,-30,0.2,-1,2,1,27,-13,.
Cc1onc(-c2ccccc2Cl)c1C(=O)N1C=CC(C(F)(F)Cl)=NCC1,0,5,-2,-0.5,6,0,1,19,0,1
COc1cc2c(cc1OC)C(Nc1ccc(S(N)(=O)=O)cc1)=NC(C)(C)C2,-10,-5,16,-0.5,0,2,1,12,-6,0
Cc1ccsc1C(=O)N1CCCC(C(=O)c2cc(F)ccc2F)C1 (stereo unspecified),8,-2,5,-0.4,-17,0,-1,-1,3,1
CCSc1nc(C)cc(Oc2ccc(=O)n(C)n2)n1,-20,4,0,-0.4,-22,1,5,19,-1,-3
COCCCN(CCC#N)C(=O)c1c(-c2c(Cl)cccc2Cl)noc1C,2,-8,-4,-0.4,-15,-2,-3,10,-3,-2
CCC(C)c1ccc(NC(=O)c2cnn3c(C(F)F)cc(C)nc23)cc1 (stereo unspecified),-4,-4,-1,-0.4,-16,2,-5,17,-4,-3
Cn1nc(C(=O)NCc2ccc(F)cc2)c2ccccc2c1=O,-10,-5,12,-0.1,4,3,-1,11,3,-1
C=CCNC(=O)N1CCCC(C(=O)c2cccc(OC(C)C)c2)C1 (stereo unspecified),24,-11,-89,4.7,-65,-1,-6,21,12,-1
CC(C)Oc1ccc(C2CC(=O)N(c3ccc(C(=O)O)cc3)C2=O)cc1 (stereo unspecified),-3,-4,7,-0.1,-4,-21,0,22,-1,-2
CCc1ccc(C(=O)COC(=O)c2ccc(Cl)nc2)cc1,4,-3,-56,1.4,-60,-1,1,7,-6,-2
Cn1c2ccccc2n2c(=O)c(Cl)c(-c3ccccc3)c(C#N)c12,-7,-2,4,-0.1,-7,0,8,22,1,-49
CCN1CCN(CCCCSc2ccccc2)CC1,-14,-3,-12,0.0,-16,2,0,18,-13,-3
COc1cc(NS(=O)(=O)c2ccc(NC(=S)NC(=O)c3cccs3)cc2)nc(OC)n1,1,4,-18,-0.2,11,5,4,4,-14,.
CC(=O)Nc1ccc(NC2CCCCC2NS(=O)(=O)c2ccc(Cl)cc2)cc1 (stereo unspecified),-8,0,3,-0.7,6,-4,0,-2,-3,2
COc1ccc(C(=O)Nc2ccc3c(c2)Cc2ccccc2-3)cc1,7,4,-28,-37,-17,4,1,36,-6,0
COc1ccc(CCN=C(N)NS(=O)(=O)c2ccccc2)cc1,2,-1,10,0.1,0,1,-4,16,1,0

Looked up by compound from the list above (two):
Structure,HSF-1 act,IEC-6 tox,aSyn 5UTR inh,HIF act,KLF5 inhibitor,GSK3B inh,HSP90 inh,AI-2 QS mod,HSF1 inhib,GSK3 alpha inh
O=C(NCCc1nccs1)C1CCC(=O)N(CCc2ccc(Cl)cc2)C1 (stereo unspecified),-11,-2,-11,-0.3,1,-8,-5,19,2,0
C=CCn1c(C(CCCC)CC(O)COCCC)n[nH]c1=S (stereo unspecified),8,0,2,0.1,-34,0,0,12,0,.

Structures shown so far containing fluorine (5):
Structure,HSF-1 act,IEC-6 tox,aSyn 5UTR inh,HIF act,KLF5 inhibitor,GSK3B inh,HSP90 inh,AI-2 QS mod,HSF1 inhib,GSK3 alpha inh
N#CCCN(Cc1ccccc1)C(=S)Nc1ccc(F)cc1,1,4,10,0.8,-7,1,5,49,-3,-1
Cc1onc(-c2ccccc2Cl)c1C(=O)N1C=CC(C(F)(F)Cl)=NCC1,0,5,-2,-0.5,6,0,1,19,0,1
Cc1ccsc1C(=O)N1CCCC(C(=O)c2cc(F)ccc2F)C1 (stereo unspecified),8,-2,5,-0.4,-17,0,-1,-1,3,1
CCC(C)c1ccc(NC(=O)c2cnn3c(C(F)F)cc(C)nc23)cc1 (stereo unspecified),-4,-4,-1,-0.4,-16,2,-5,17,-4,-3
Cn1nc(C(=O)NCc2ccc(F)cc2)c2ccccc2c1=O,-10,-5,12,-0.1,4,3,-1,11,3,-1

Other compounds.
Structure,HSF-1 act,IEC-6 tox,aSyn 5UTR inh,HIF act,KLF5 inhibitor,GSK3B inh,HSP90 inh,AI-2 QS mod,HSF1 inhib,GSK3 alpha inh
C=CCNC(=O)C(=O)NCC(c1ccc2c(c1)OCO2)N1CCOCC1 (stereo unspecified),6,-5,-5,1.4,-1,0,-9,35,1,0
S=C(NCCc1ccccc1)NCC1CCCO1 (stereo unspecified),4,-3,-78,1.5,-1,1,-4,1,14,4
Cc1sc2ncnc(NCc3ccco3)c2c1C,41,5,25,-0.5,-39,-1,0,2,10,0
c1cncc(-c2noc(-c3cccc4ccccc34)n2)c1,17,-1,-225,1.0,-11,2,1,13,19,-5
Nc1ccccc1-c1nnc(-c2ccc(-c3ccccc3)cc2)o1,7,4,-192,2.8,-39,0,2,12,6,0
CC(=O)c1ccc(Sc2ccccc2N)c([N+](=O)[O-])c1,0,3,14,-0.2,-45,0,3,4,5,0
C/C=C/C(=O)N1CC2(CC(c3cccc(NC(=O)CC(c4ccccc4)c4ccccc4)c3)=NO2)C[C@H]1C(N)=O (stereo partly specified),8,.,-2,-0.5,.,-5,.,21,2,2
COc1c(Cl)cc(Cl)cc1C(=O)Nc1ccc(NC(C)=O)cc1,0,-5,-3,0.2,-9,-4,-2,26,-1,-1
Cc1cc(-c2ccc(C(=O)O)s2)cnc1N,-13,-2,-56,0.6,-43,-4,0,27,-9,0
CCN1CCCC1CNC(=O)Cn1cnc2sc(C)c(S(=O)(=O)N3CCC(C)CC3)c2c1=O (stereo unspecified),2,4,-15,0.3,-23,3,-2,28,5,0
CN(C(=O)COC(=O)c1cc(Br)c(Br)s1)C1CCS(=O)(=O)C1 (stereo unspecified),-9,-7,-3,-0.1,-17,0,-2,5,-6,-1
Brc1ccc(OCCCN2CCOCC2)cc1,-10,4,-22,0.2,-26,-6,0,-1,3,-1
COc1ccc(N2CCN(S(=O)(=O)c3cc(C)ccc3OC)CC2)cc1,-7,-7,-1,0.2,-9,3,2,21,-9,3
Cc1ccc(C)n1-c1ccc(C(=O)NCc2cccnc2)cc1,-23,0,-5,0.0,5,1,5,9,-9,0
CCN1CCN(C(=O)C23CCC(C)(C(=O)C2Br)C3(C)C)CC1 (stereo unspecified),-24,4,-7,0.0,-15,2,1,5,-7,0
CCOc1ncccc1C(=O)NCc1ccccc1Cl,31,-5,30,-0.9,-4,-5,0,12,5,1
CC(C)(C)c1ccc(C(=O)NCCCn2ccnc2)cc1,-12,2,-3,0.6,-10,.,3,.,5,-1
Cc1cc(C)cc(NC(=O)Cn2nnc(C(=O)NCc3ccco3)c2N)c1,9,6,28,-0.6,-12,-4,-1,11,7,0
Cn1c(SCC(=O)Nc2ccc3c(c2)OCCO3)nnc1-c1cccnc1,-6,.,-4,-1.0,.,-2,.,27,-3,0
COCc1nc2oc3ccc(C)cc3c(=O)c2cc1C(=O)OC,10,2,-270,-0.1,-143,1,0,7,8,-1
Cc1[nH]n2c(=O)c3c(nc2c1-c1ccccc1)CCC3,18,3,2,0.3,-1,0,0,15,-9,4
Cc1sc(NC(=O)CN2CCOCC2)c(C(=O)c2ccccc2)c1C,6,-6,19,0.1,-15,0,-2,22,-3,-1

In the list so far, 2 contain a furan ring, fused or not.
Structure,HSF-1 act,IEC-6 tox,aSyn 5UTR inh,HIF act,KLF5 inhibitor,GSK3B inh,HSP90 inh,AI-2 QS mod,HSF1 inhib,GSK3 alpha inh
Cc1sc2ncnc(NCc3ccco3)c2c1C,41,5,25,-0.5,-39,-1,0,2,10,0
Cc1cc(C)cc(NC(=O)Cn2nnc(C(=O)NCc3ccco3)c2N)c1,9,6,28,-0.6,-12,-4,-1,11,7,0

Screening data from PubChem BioAssay.
